PostGolgi ctrl: inhibits growth of the yeast control strain. efflux-deficient yeast background strain, growth absorbance A615, 16 h. inhibition, % at 10 µM. hit rate 5% among 98,000. AID 738
EphB4 antag: blocks human EphB4 binding to ephrin-B2; P54760; EphB4 LBD / TNYL-RAW-Alexa532 peptide, fluorescence polarization; inhibition, % at 7 µM; hit rate 0.15% among 97,000; AID 720;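 active = inhibition above the screen-wide mean inhibition plus 3 SD, cut at about 15% in these data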;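 also: 0% = DMSO wells and 100% = excess unlabeled TNYL-RAW peptide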
S1P2 antag: antagonists of human S1P2 receptor | O95136 | cell-based S1P2 antagonist assay, inhibition at 5 uM | inhibition, % at 5 µM | hit rate 0.21% among 97,000; in the data active = inhibition above about 45%;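 also: CRE beta-lactamase reporter cells expressing human S1P2 stimulated with S1P; 0% = agonist at EC80 alone and 100% = agonist plus reference antagonist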
PTPN22 act: increases human PTPN22 phosphatase activity; Q9Y2R2; recombinant LYP, DiFMUP fluorescence; 0 = plate median, 100 = signal doubled; activation, % at 2 µM; hit rate 0.11% among 96,000;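 active = activation at 2 µM above a set limit, the mean plus 5 SD, cut at about 37% in these data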
Target sequence (Q9Y2R2 whole entry, looked up): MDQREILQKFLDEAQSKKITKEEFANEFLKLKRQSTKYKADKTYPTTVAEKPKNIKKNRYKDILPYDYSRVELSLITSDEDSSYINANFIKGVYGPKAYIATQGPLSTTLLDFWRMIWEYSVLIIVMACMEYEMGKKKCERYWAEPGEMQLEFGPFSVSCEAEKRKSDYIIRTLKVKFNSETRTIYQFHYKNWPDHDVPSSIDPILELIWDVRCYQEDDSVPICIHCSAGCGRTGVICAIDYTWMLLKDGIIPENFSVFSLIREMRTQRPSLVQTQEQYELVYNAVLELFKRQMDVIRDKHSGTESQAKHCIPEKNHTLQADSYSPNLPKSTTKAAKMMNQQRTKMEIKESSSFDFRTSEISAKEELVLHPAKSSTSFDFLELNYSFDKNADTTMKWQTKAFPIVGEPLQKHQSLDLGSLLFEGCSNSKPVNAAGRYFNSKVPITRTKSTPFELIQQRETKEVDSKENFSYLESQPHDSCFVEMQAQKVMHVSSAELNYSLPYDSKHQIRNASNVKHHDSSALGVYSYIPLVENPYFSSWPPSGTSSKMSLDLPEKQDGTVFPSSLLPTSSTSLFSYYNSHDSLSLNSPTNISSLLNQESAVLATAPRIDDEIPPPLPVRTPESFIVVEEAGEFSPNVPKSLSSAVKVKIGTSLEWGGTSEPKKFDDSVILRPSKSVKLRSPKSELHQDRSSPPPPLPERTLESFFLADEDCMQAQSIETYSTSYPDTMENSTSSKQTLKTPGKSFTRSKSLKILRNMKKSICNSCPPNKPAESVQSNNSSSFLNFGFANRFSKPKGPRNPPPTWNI
PTPN22 inh 2: LYP (human) phosphatase inhibition; Q9Y2R2; recombinant LYP catalytic domain, DiFMUP fluorescence; inhibition, % at 2 µM; hit rate 0.21% among 96,000;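 active = inhibition at 2 µM at or above a set limit, the screen mean plus 3 SD, cut at about 24% in these data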;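 also: 0% = DMSO with enzyme and 100% = enzyme fully blocked by orthovanadate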
PostGolgi yeast: growth inhibition of a yeast mutant, post-Golgi transport screen. post-Golgi transport phenotypic cell assay. inhibition, % at 10 µM. hit rate 0.9% among 98,000. AID 739;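 also: yeast cells grown in 1536-well plates; yeast grown about 18 h at 30C before absorbance read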
HIV Rev-RRE inh: HIV Rev-RRE protein-RNA interaction inhibition. P05866. Rev peptide-RRE RNA binding, FRET. inhibition, % at 8 µM. hit rate 0.79% among 97,000;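 active = inhibition above the screen-wide mean plus 3 SD, cut at about 35% in these data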;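 also: 0% = median DMSO wells and 100% = median Neomycin B control wells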
Target sequence (P05866 whole entry, looked up): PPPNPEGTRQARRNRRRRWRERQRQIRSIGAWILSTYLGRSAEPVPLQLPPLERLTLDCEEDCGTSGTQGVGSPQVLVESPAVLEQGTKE
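Test system: Cy5-tagged RRE RNA duplex with fluorescein-tagged Rev peptide | Read-out: % inhibition of FRET ratio versus controls | Probe or stimulus: Labelled Rev peptide | Incubation: 5 min RNA-compound premix plus 15 min binding step, 25 °C | Technique: FRET fluorescence readout | Benchmarks: DMSO low control, neomycin B high control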
FAK inh: inhibitors of human focal adhesion kinase; Q05397; biochemical FAK kinase activity assay; inhibition, %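 (tested at 7 µM)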; hit rate 0.84% among 97,000; AID 727; in the data active = inhibition above about 19%;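 also: 0% = DMSO and 100% = reference compound high control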
S1P2 agonist: activates the human S1P2 receptor; O95136; S1P2-expressing cell line, agonist reporter read-out; activation, % at 4.5 µM; hit rate 0.46% among 97,000; in the data active = activation above about 16%;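 also: 0% = vehicle low control and 100% = maximal reference agonist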
* marks the source's active call; other numbers are inactive results; . = no result given; [ ] = dose if it differs, or a comment. Rule as the data show it, unless noted: active = inhibition above about 30%; inactive = the rest. Compounds were not picked by outcome; overall some 7% were active at least once.

nr	structure	PostGolgi ctrl	EphB4 antag	S1P2 antag	PTPN22 act	PTPN22 inh 2
1	COc1ccccc1NC(=O)CSc1nc(O)cc(=O)n1-c1ccccc1OC	35*	2	13	-6	6
2	CCc1ccc2nc(SCC(=O)N3CCCCC3)c(C#N)cc2c1	.	-3	-10	-7	6
3	CC1(C)Cc2c(C#N)c(OCC(=O)c3ccccc3)nc(-c3ccoc3)c2CO1	4	-7	-9	2	-5
4	COc1ccc(CCC(=O)N2CC(C)OC(C)C2)cc1 (stereo not drawn)	-3	3	5	-3	0
5	CCOC(=O)c1sc(NC(=O)CN(CC)CC)c(C(=O)OCC)c1C	-11	-1	-2	-2	2
6	O=C(OC(C(=O)NCc1ccc2c(c1)OCO2)c1ccccc1F)c1ccco1 (stereo not drawn)	6	2	17	-14	12
7	Cn1c(C(C#N)/C(=N\S(=O)(=O)c2cccs2)c2ccccc2)nc2ccccc21 (stereo not drawn)	14	-3	-1	-6	4
8	Cc1ccc(Cc2c(C)nc3c(C(=O)O)cnn3c2C)cc1	.	-3	7	-1	-3
9	COc1ccc(CNC(=O)COc2ccc(S(=O)(=O)NC(C)C)cc2)cc1	4	-1	4	13	-19
10	CCC(C(=O)NCc1ccco1)N(C(=O)CNS(=O)(=O)c1ccccc1)C1CCCCC1 (stereo not drawn)	10	3	-3	-2	2
11	CCn1c(CNC(=O)c2ccc(OC)cc2)nnc1SC	7	-7	2	16	-19
12	O=C(CN1CCN(S(=O)(=O)c2ccc(F)cc2)CC1)Nc1ccc2c(c1)OCO2	5	-11	-6	3	1
13	O=C(NNC(=O)C1CCCO1)c1ccc(Cl)cc1 (stereo not drawn)	3	5	3	1	2
14	CCOc1ccc(NC(=O)c2cccc(-n3cnnn3)c2)cc1	-6	-8	-13	5	-4
15	CCOC(=O)c1oc2nc(C(C)C)c3c(c2c1N)CC(C)(C)OC3	9	-7	-2	9	-12

nr	PostGolgi yeast	HIV Rev-RRE inh	FAK inh	S1P2 agonist
1	-3	4	-1	-4
2	.	12	9	-4
3	16	8	4	-5
4	-13	8	-2	-5
5	-9	4	-1	-4
6	-1	1	2	-6
7	-10	0	-4	-12
8	.	13	-1	0
9	3	-2	-7	0
10	21	0	0	-3
11	13	5	0	-5
12	-4	1	-11	0
13	-19	9	1	-6
14	-10	0	3	-4
15	7	-2	0	-2

An excerpt from above in order of the HIV Rev-RRE inh value, largest number first.
No. | mol | HIV Rev-RRE inh
3 | CC1(C)Cc2c(C#N)c(OCC(=O)c3ccccc3)nc(-c3ccoc3)c2CO1 | 8
5 | CCOC(=O)c1sc(NC(=O)CN(CC)CC)c(C(=O)OCC)c1C | 4
12 | O=C(CN1CCN(S(=O)(=O)c2ccc(F)cc2)CC1)Nc1ccc2c(c1)OCO2 | 1

(cont.)
nr	structure	PostGolgi ctrl	EphB4 antag	S1P2 antag	PTPN22 act	PTPN22 inh 2
16	CSc1ccccc1NC(=O)c1onc(C)c1Cl	9	-9	-8	-5	2
17	CCCC(=O)c1ccc(N2CCOCC2)c(F)c1	5	-2	-2	-1	0
18	O=S(=O)(Nc1cccc2cn[nH]c12)c1ccc(F)cc1	6	-9	-13	13	-18
19	Cn1c(=O)[nH]c(=O)c2c1ncn2CCN1CCCCC1	15	-10	1	0	-3
20	Brc1ccc(C2C3=C(Nc4ncnn42)c2ccccc2OC3c2ccncc2)cc1 (stereo not drawn)	40*	-7	2	0	0
21	CCCCC(c1nnnn1CC1CCCO1)N1CCN(c2nc3ccccc3s2)CC1 (stereo not drawn)	8	-2	-12	35	-38
22	NC(=O)CSC1=Nc2ccccc2C2=NC(CCC(=O)NCc3ccc(F)cc3)C(=O)N12 (stereo not drawn)	-3	10	30	2	4
23	COc1ccc(C2C(C(C)=O)=C(O)C(=O)N2c2nccs2)cc1 (stereo not drawn)	6	9	-2	6	-6
24	COc1ccc(OC)c(N(CC(=O)NCc2ccccn2)S(C)(=O)=O)c1	-2	-10	2	-8	5
25	O=C(CN1CCN(C(=O)c2ccccc2F)CC1)Nc1ccc(Br)cc1	17	-7	1	-8	6
26	C=CCSc1nnc2nc3c(nn12)c1cc(C)ccc1n3CC=C	4	-9	-6	9	-12
27	COc1ccc(OC)c(CN2CCN(C(=O)c3cccc4ccccc34)CC2)c1	34*	0	2	3	1
28	COC(=O)c1ccc(=O)n(-c2ccc(OC)cc2)c1	1	-1	12	-7	4
29	COc1ccc(OC)c(NC(=O)c2c(NC(=O)CNCc3ccco3)sc3c2CCC3)c1	9	5	15	-9	12
30	Cc1nc2c(cnn2-c2ccc(Cl)cc2)c(=O)n1-c1ccc(N2CCC(C)CC2)cc1	7	2	3	2	-3

nr	PostGolgi yeast	HIV Rev-RRE inh	FAK inh	S1P2 agonist
16	0	1	-9	-5
17	4	-6	-7	-7
18	7	-1	1	-2
19	-3	4	-8	-6
20	-3	0	3	-2
21	-10	7	4	-3
22	25	6	3	-5
23	16	7	-4	-1
24	3	4	-6	2
25	4	5	1	-5
26	-1	4	-2	-2
27	3	9	-6	-6
28	22	4	0	2
29	-10	0	-2	-1
30	-9	10	-5	0

Another view of part of the listing above:
21: CCCCC(c1nnnn1CC1CCCO1)N1CCN(c2nc3ccccc3s2)CC1 (stereo not drawn)
28: COC(=O)c1ccc(=O)n(-c2ccc(OC)cc2)c1
27: COc1ccc(OC)c(CN2CCN(C(=O)c3cccc4ccccc34)CC2)c1

| entry no. | 21 | 28 | 27 |
| --- | --- | --- | --- |
| PostGolgi ctrl | 8 | 1 | 34* |
| EphB4 antag | -2 | -1 | 0 |
| S1P2 antag | -12 | 12 | 2 |
| PTPN22 act | 35 | -7 | 3 |
| PTPN22 inh 2 | -38 | 4 | 1 |
| PostGolgi yeast | -10 | 22 | 3 |
| HIV Rev-RRE inh | 7 | 4 | 9 |
| FAK inh | 4 | 0 | -6 |
| S1P2 agonist | -3 | 2 | -6 |

Following part:
nr	structure	PostGolgi ctrl	EphB4 antag	S1P2 antag	PTPN22 act	PTPN22 inh 2
31	Fc1ccc2c(c1)C(c1ccncc1)=NNC(c1ccc(Cl)cc1)=N2	14	4	15	0	2
32	NC(=O)CSc1nc(-c2ccccc2Cl)ns1	3	-5	-16	-12	13
33	Cc1cc(C(=O)CSc2n[nH]c(N)n2)c(C)n1-c1ccc(F)cc1	.	-6	-32	2	-1
34	O=C(Nc1nc2c(s1)CCCC2)c1ccc(Br)o1	23	0	13	2	-4
35	c1cncc(Oc2cccc(Oc3cccnc3)c2)c1	7	-1	6	-6	9
36	O=C(Nc1cccnc1)c1ccc(NC(=O)c2ccco2)cc1	5	-6	-12	4	-4
37	CCOC(=O)C1=C(N)N2C(=O)C(C)SC2=C(C(=O)OC)C1c1ccccc1OC (stereo not drawn)	75*	0	-8	8	-5
38	CCOC(=O)CNC(=O)CSc1nc(NCc2ccccc2)nc(N(C)C)n1	-2	-6	-6	1	2
39	Cn1c(=O)oc2cc(S(=O)(=O)NCCC(=O)N3CC=C(c4ccccc4)CC3)ccc21	17	1	-1	-2	1
40	CCOC(=O)C(CCCOc1cccc(OC)c1)C(=O)OCC	21	-4	15	1	-1
41	Cc1onc(-c2c(F)cccc2Cl)c1C(=O)NCCCN1CCOCC1	13	3	-9	0	-3
42	Cc1nn(C)c(C)c1S(=O)(=O)N(CC(=O)NCCCOC(C)C)c1ccc(C(C)C)cc1	18	3	7	2	-5
43	C=CCn1c(SCc2ccc(C(=O)Nc3ccccc3)cc2)nnc1-c1ccccc1	29	-9	-15	-1	3
44	Cc1cccc(NC(=O)CSc2nnc(-c3ccncc3)n2C)c1	-3	-4	4	-6	4
45	C=CCn1c(N)c(C(=O)OCC(C)C)c2nc3ccccc3nc21	10	1	14	-4	1

nr	PostGolgi yeast	HIV Rev-RRE inh	FAK inh	S1P2 agonist
31	9	11	-3	-9
32	-6	5	1	1
33	.	-1	-1	-1
34	0	-1	3	0
35	0	1	4	-11
36	0	2	1	-2
37	110*	2	-2	-5
38	2	7	-3	-2
39	2	6	-2	-2
40	12	8	-2	-4
41	13	-5	-4	-8
42	5	3	0	-4
43	11	9	-1	-5
44	0	3	-3	-4
45	-1	14	6	-5

More structures:
nr	structure	PostGolgi ctrl	EphB4 antag	S1P2 antag	PTPN22 act	PTPN22 inh 2
46	CCOc1ccc(N=C2NC(=O)S/C2=C\c2ccc(N(C)C)cc2)cc1	34*	-13	14	-20	24
47	O=C(CN(CCN1CCOCC1)C(=O)Cn1nnc(-c2ccc(F)cc2)n1)NC1CCCCC1	18	-4	-6	-6	7
48	O=c1cc(CSc2ccc(S(=O)(=O)N3CCCCC3)cn2)nc2sccn12	73*	-1	16	8	-11
49	COCCSc1ccccc1C(=O)Nc1ccncc1	14	-4	8	8	-8
50	CCCCNC(=O)c1ccc(S(=O)(=O)c2ccc(Cl)cc2)c(NC(C)=O)c1	1	0	16	-3	4
51	N#CC1=C(N)N(c2ccccc2)C2=C(C(=O)CCC2)C1c1cccs1 (stereo not drawn)	7	-5	19	12	-16
52	Cc1cn(C(=O)CN2C(=O)c3ccccc3C2=O)c(C)n1	2	-3	-14	-1	4
53	CCCc1nnc(NC(=O)CCC(=O)NCc2ccccc2OC)s1	1	-2	-2	-5	8
54	CC1CCCCN1CCNC(=O)CC1Oc2ccccc2NC1=O (stereo not drawn)	2	3	2	8	-12
55	CC1SCCN1S(=O)(=O)c1ccc2ccccc2c1 (stereo not drawn)	.	-7	-24	0	-5

nr	PostGolgi yeast	HIV Rev-RRE inh	FAK inh	S1P2 agonist
46	-5	118*[fluorescence artefact?]	19	-7
47	2	8	-4	0
48	79*	14	-2	-2
49	-4	3	1	-1
50	-9	13	2	-6
51	-8	16	4	1
52	-2	4	-1	-4
53	-3	-1	0	1
54	-6	6	0	-3
55	.	0	1	-1

Assay outcomes from PubChem.
